MsrA inh: inhibitors of bovine MsrA; purified bovine MsrA, absorbance read-out; inhibition, % at 15.5 µM; 0.75% of 360,000 active; AID 651718; in the data active = inhibition above about 4.5%;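 note: 0% = vehicle wells with enzyme and 100% = reference inhibitor wells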
eLon inh: E. coli protease La inhibition; P0A9M0; purified E. coli Lon protease, fluorescence polarization; inhibition, % at 7.94 µM; 0.42% of 360,000 active; AID 602123; in the data active = inhibition above about 13%, passing the limit was not always enough;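 note: 0% = enzyme with probe and DMSO and 100% = no enzyme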
Rin1 Abl inh: inhibitors of human Rin1-Abl protein interaction; TR-FRET Rin1/Abl binding, biochemical; inhibition, % at 7.35 µM; 0.4% of 360,000 active; AID 588664; in the data active = inhibition above about 5%, passing the limit was not always enough
PABP1 MLLE inh: blocks PAM2 peptide binding to the PABP1 MLLE domain. inhibition, % at 20 µM. P11940. 0.36% of 360,000 active. GST-MLLE / FITC-PAM2 fluorescence polarization; in the data active = inhibition above about 35%, passing the limit was not always enough;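 note: plate controls were DMSO wells with GST-MLLE for no effect and wells lacking GST-MLLE protein for full effect; some results filed as inactive read as strong as hits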
CSN inh: blocks human CSN-mediated cullin deneddylation; Purified CSN, SCF-Nedd8-OG deneddylation, fluorescence polarization; inhibition, % at 12.5 µM; 0.38% of 360,000 active;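 active = pattern-corrected inhibition above about 35%, with an unprinted fluorescence ratio check between 0.5 and 1.5, limit read from the data, passing the limit was not always enough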;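 note: 0% = enzyme with substrate and 100% = substrate without enzyme; some results filed as inactive read as strong as hits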
Target sequence (Q92905 whole entry, looked up, one chain of several): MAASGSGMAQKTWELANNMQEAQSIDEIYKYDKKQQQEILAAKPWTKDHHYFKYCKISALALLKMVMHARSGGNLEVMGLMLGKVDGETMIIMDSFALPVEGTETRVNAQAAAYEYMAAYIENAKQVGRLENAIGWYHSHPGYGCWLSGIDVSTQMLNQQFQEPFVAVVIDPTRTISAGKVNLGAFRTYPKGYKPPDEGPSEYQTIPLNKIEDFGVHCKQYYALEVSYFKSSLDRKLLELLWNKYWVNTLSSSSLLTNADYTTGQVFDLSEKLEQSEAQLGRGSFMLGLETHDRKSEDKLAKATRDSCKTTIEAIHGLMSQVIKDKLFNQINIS
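assay system = purified human Csn5 enzyme expressed in HEK293T cells | amount = 0.24 nM enzyme | buffer or medium = Tris/NaCl/DTT buffer, pH 7.5 | reagent = 10 nM SCFSkp2-Nedd8OG | compound = one concentration, 12.5 µM, 0.25% DMSO | times = 90 min reaction at room temperature | signal = FP | read-out basis = % inhibition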
FAS-TE inh: inhibitors of human fatty acid synthase thioesterase domain. P49327. 0.67% of 360,000 active. inhibition, % at 15 µM. recombinant FAS-TE, OMFH fluorogenic substrate, fluorescence endpoint;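 active = compounds whose normalised, plate-corrected inhibition of enzyme fluorescence in the single-dose primary screen is 50% or more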;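 note: 0% = DMSO with enzyme and 100% = substrate without enzyme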
TbMetRS inhib: blocks T. brucei methionyl-tRNA synthetase activity. purified T. brucei MetRS, ATP depletion, Kinase-Glo luminescence. inhibition, % at 11.9 µM. 0.4% of 360,000 active;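 active = inhibition above a per-plate cutoff of the control wells' mean inhibition plus 3 SD, cut at about 5.5% in these data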;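 note: 0% = DMSO wells median and 100% = median of wells with control inhibitor compound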
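Test system: purified T. brucei MetRS enzyme. Also added: ATP, methionine and E. coli bulk tRNA substrates. Compound: 11.9 µM single point. Schedule: 15 min enzyme-compound preincubation, 2 h reaction, 10 min detection, 25 °C. Signal: luciferase luminescence of residual ATP, Kinase-Glo. Evaluation: percent inhibition versus plate control medians. Controls: DMSO wells, low control.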
bovine MsrA act: bovine methionine sulfoxide reductase A activation | AID 602163 | activation, % at 10.6 µM | purified bovine MsrA, absorbance read-out | 0.3% of 360,000 active; in the data active = activation above about 7.5%;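 note: 0% = vehicle and 100% = reference activator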
Neddyl block: cullin neddylation inhibition; 0.58% of 360,000 active; calls only at 25 µM; TR-FRET cullin neddylation, biochemical; in the data active = inhibition above about 36%
Target sequence (P61081 whole entry, looked up): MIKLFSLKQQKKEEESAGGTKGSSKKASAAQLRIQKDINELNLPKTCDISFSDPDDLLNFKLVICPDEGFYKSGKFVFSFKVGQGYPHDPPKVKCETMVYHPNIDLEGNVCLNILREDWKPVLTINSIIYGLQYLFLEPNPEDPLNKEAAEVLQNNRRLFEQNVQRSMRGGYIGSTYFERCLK
Target sequence (Q13564 whole entry, looked up): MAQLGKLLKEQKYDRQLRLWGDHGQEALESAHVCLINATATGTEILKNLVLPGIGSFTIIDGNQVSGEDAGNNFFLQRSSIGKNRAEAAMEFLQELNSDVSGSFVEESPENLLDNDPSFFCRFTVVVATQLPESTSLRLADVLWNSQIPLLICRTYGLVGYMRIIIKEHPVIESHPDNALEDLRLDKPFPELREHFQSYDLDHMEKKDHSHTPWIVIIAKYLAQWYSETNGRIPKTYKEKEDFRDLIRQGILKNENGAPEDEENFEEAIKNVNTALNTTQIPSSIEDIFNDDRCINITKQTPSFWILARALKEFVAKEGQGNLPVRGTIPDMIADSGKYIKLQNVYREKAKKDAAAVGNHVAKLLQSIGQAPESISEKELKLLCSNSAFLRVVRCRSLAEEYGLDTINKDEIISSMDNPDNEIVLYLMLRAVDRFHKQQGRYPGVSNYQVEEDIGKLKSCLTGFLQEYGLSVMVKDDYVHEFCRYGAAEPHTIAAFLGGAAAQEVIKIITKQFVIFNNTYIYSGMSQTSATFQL
Active calls of the source: *; i = inactive; x = no result given.

SMILES	MsrA inh	eLon inh	Rin1 Abl inh	PABP1 MLLE inh	CSN inh	FAS-TE inh	TbMetRS inhib	bovine MsrA act	Neddyl block
CNC(=O)C(C)NS(=O)(=O)c1ccc(F)cc1 (stereo not drawn)	0.8	-5	-1	9	0	-5	0.0	-3	i
COCCNC(=O)c1c(N)n(CCCn2ccnc2)c2nc3ccccc3nc12	1.9	7	-7	-25	0	-12	-0.2	-1	x
CCOC(=O)c1c(-c2ccccc2)oc2ccc(O)c(CN3CCN(C)CC3)c12	1.1	-7	2	2	3	-2	-0.3	-1	i
CCCCn1c(N)c(N(CCOC)C(=O)COC(=O)COc2ccc(CC)cc2)c(=O)[nH]c1=O	-0.3	-7	-1	5	-1	-6	-0.1	-1	i
O=C(NCC1CCCN(C2Cc3ccccc3C2)C1)c1cccs1 (stereo not drawn)	-0.6	-4	6	0	3	-1	0.0	-4	i
COc1ccccc1Cc1c(C2CCCCC2)nc2ccc(Cl)cn12	-0.6	-7	1	0	60*	12	-0.1	0	i
Cc1oc2cc3oc(=O)c(CCC(=O)NCCN4CCOCC4)c(C)c3cc2c1C	1.5	3	-3	5	-1	-8	-2.5	-12	x
CCC(=O)N1CCC1(C)C(=O)NS(=O)(=O)c1cccc(C#N)c1 (stereo not drawn)	0.3	-2	-2	2	2	-2	-0.2	-1	i
CCc1cccc(C)c1NC(=O)CO/N=C(\C)c1cc2ccccc2o1	-0.4	-1	-1	-14	-1	11	-0.1	1	i
O=C(CCC(=O)c1cccs1)NCc1ccccc1	0.1	-3	1	8	4	-9	-0.5	-5	i
COc1ccc(OC)c(C2C3=C(CCCC3=O)NC3=C2C(=O)CCC3)c1	-1.0	7	1	13	-2	-16	-1.2	-12	i
COc1ccccc1NC(=O)CN1CCN(CC(=O)Nc2ccccc2F)CC1	1.2	-6	-4	-2	2	-2	-0.3	-3	i
CSc1oc(-c2ccccc2)nc1C(N)=O	0.0	-3	-14	-19	3	-6	-0.2	-2	i
Cc1c(C(=O)NCCCN2CCOCC2)oc2c1C1(CCC2)SCCS1	-0.1	-7	-2	3	7	-6	-0.4	-1	i
Cc1cnc(C2OCCO2)c2cccc(N)c12	1.1	-16	-8	22	3	-6	-0.2	-5	i

Nothing new here: two of the compounds above.
SMILES	MsrA inh	eLon inh	Rin1 Abl inh	PABP1 MLLE inh	CSN inh	FAS-TE inh	TbMetRS inhib	bovine MsrA act	Neddyl block
CNC(=O)C(C)NS(=O)(=O)c1ccc(F)cc1 (stereo not drawn)	0.8	-5	-1	9	0	-5	0.0	-3	i
COCCNC(=O)c1c(N)n(CCCn2ccnc2)c2nc3ccccc3nc12	1.9	7	-7	-25	0	-12	-0.2	-1	x

Continuation.
SMILES	MsrA inh	eLon inh	Rin1 Abl inh	PABP1 MLLE inh	CSN inh	FAS-TE inh	TbMetRS inhib	bovine MsrA act	Neddyl block
C/C(=N\NC(=O)C(N)=O)c1ccc(O)cc1O	1.2	-3	6	4	1	-5	-0.6	-6	i
O=C(O)c1nn(Cc2nc3ccccc3o2)c(=O)c2ccccc12	-0.7	7	-2	4	5	-5	0.5	-4	i
CCOc1ccc(-n2c(=S)sc3c(=O)[nH]c(SCC(=O)NC4CCCCC4)nc32)cc1	0.8	3	1	0	9	11	-0.1	0	i
CC(=O)N1CCN(C(=O)c2cc(S(=O)(=O)Nc3ccc(S(C)(=O)=O)cc3)ccc2Cl)CC1	0.6	10	1	-4	-6	-11	-0.4	-5	i
Cc1ccc(/C=N/NC(=O)c2c(-c3ccccc3)noc2C)o1	3.6	5	-2	-2	-1	-7	-0.2	-3	i
COc1ccc(-c2nc(C#N)c(NCCN(C)C)o2)cc1	0.7	-13	1	-3	-1	-3	-0.4	-1	x
O=S(=O)(Nc1nc2ccccc2nc1Cl)c1ccc(Cl)cc1	1.0	-3	-3	-5	-1	-6	0.2	0	i
O=C(Nc1ccccc1-c1ccccc1)c1ccco1	1.4	-5	-2	10	5	-1	-0.4	-3	i
Cc1ccc(-c2nc(CS(=O)CC(=O)NC3CCCC(C)C3C)c(C)o2)cc1 (stereo not drawn)	1.1	-5	6	11	0	5	-0.4	-2	i
O=C(N/N=C/c1ccc2c(c1)OCO2)c1ccc(NC(=O)c2ccc(F)cc2)cc1	2.5	9	-1	-2	4	1	-0.2	-6	x
CCOc1cc(/C=N/NC(=O)C(=O)N/N=C/c2ccc(O)c(OCC)c2)ccc1O	5.5*	1	-1	0	-3	-8	0.0	-4	i
O=C(O)c1cccc(NS(=O)(=O)c2ccc3nnn(O)c3c2)c1	0.1	6	-1	11	0	-5	-1.3	-5	i
Cc1c(-c2cc(C(=O)O)c3ccccc3n2)cnn1C	1.0	0	-12	1	-2	-3	-0.4	-5	x
COc1ccc(-c2ccc(C(=O)Nc3cc(OC)c(OC)c(OC)c3)c3occc23)c(C)c1	2.6	-4	-3	13	-4	32	-0.5	-5	i
CCn1c(=O)c(=O)[nH]c2cc(C(=O)N(C)Cc3ccc(OC)c(F)c3)ccc21	0.2	-10	2	-10	2	-3	0.4	-3	i
CCOC(=O)C1C2C=CC3(CN(c4ccc(Cl)c(F)c4)C(=O)C13)O2 (stereo not drawn)	1.1	-1	-2	4	-5	5	-1.4	-3	i
C/C(=N/NC(=O)c1ccccc1)C1=C(O)CC(C)(C)CC1=O	-0.6	-7	2	-2	3	-13	-0.5	-6	i
NC(Cc1ccc(Cl)cc1)c1csc(Nc2ccc(C(=O)NCCCO)cn2)n1 (stereo not drawn)	-1.6	7	-3	-6	0	-4	0.3	-1	i
COc1ccc(C2=NN(C(=O)CSc3nc(=O)n4cc(C)ccc4n3)C(c3ccc(C)cc3)C2)cc1 (stereo not drawn)	-0.3	4	1	-6	1	69*	-0.3	-3	i
CC(C)=C1SC(N2CCN(c3ccc(Cl)cc3)CC2)=NC1=O	0.3	-3	1	-20	4	5	0.3	2	i
CSCCC(C(=O)Nc1c(C)cccc1C)N1CCN(C/C=C/c2ccccc2)CC1 (stereo not drawn)	-1.0	-6	1	8	2	1	-0.1	-2	i
CCCCn1nnnc1NCc1cc(OC)c(OC)c(OC)c1	-0.3	-12	2	-10	3	-8	-1.1	-5	i
COC(=O)COc1ccc(NC(=O)c2ccco2)cc1	1.5	2	-1	-14	6	-5	-0.4	-2	i
CC(=O)Nc1cc(NC(=O)CCCC(=O)O)ccc1Cl	-0.7	-5	-3	8	-1	-6	-0.1	-5	i
CCC(C)n1c(C)nc2c(c1=O)c1nc3ccccc3nc1n2CCC1=CCCCC1 (stereo not drawn)	-0.3	1	-2	-16	0	13	-1.2	-11	x
Cc1ccc2c(c1)c(C1=c3ccccc3=NC1=O)c(O)n2C	-1.4	7	-1	11	0	-2	-0.7	-6	i
COCCCNC(=O)c1ccc(CS(=O)(=O)Cc2cccc(C)c2)o1	0.0	-5	-1	-14	-5	-10	-0.2	-2	i
O=C(O)/C(=C\c1ccco1)NC(=O)c1ccccc1	0.5	10	-2	6	4	-9	-0.2	-3	i
O=c1cc(N2CCOCC2)cnn1-c1ccccc1	0.9	-1	-2	8	0	-8	0.6	-3	i
O=C1NC(Cc2c[nH]c3ccccc23)C(=O)N1c1ccc(F)cc1 (stereo not drawn)	-0.2	-1	-2	-3	0	2	0.1	-1	i
COc1ccc(/C=N/Nc2ncnc3c2[nH]c2ccc(C)cc23)c(OC)c1OC	0.4	-5	-4	-25	5	2	-0.2	-4	i
COc1ccccc1N1CCN(C(=O)CSc2nc3ccccc3nc2N2CCC(C)CC2)CC1	-0.7	0	2	15	1	27	-0.5	-1	i
CC(C)(C)C#CCn1c(/C=[N+](\[O-])C2CCCCC2)nc2ccccc21	x	-2	2	4	2	-13	0.2	-2	i
COc1ccc(NC(=O)C2CC(=O)n3c(nc4ccccc43)N2)cc1 (stereo not drawn)	-1.1	-5	0	19	4	-6	-0.2	-3	i
Cc1ccc(C)c(S(=O)(=O)N2CCCC2CNC(=O)C(=O)NCc2ccccc2)c1 (stereo not drawn)	-0.3	-2	2	1	0	2	-0.4	0	i
O=C(NCC(O)c1ccccc1)c1cccc(S(=O)(=O)N2CCOCC2)c1 (stereo not drawn)	2.4	-10	0	-2	1	-6	-0.9	-2	i
COc1ccc([C@H]2CC(=O)C=C(c3cc(C=O)ccc3OC)C2)cc1OC	-0.2	4	1	6	-4	-1	-0.1	-2	i
COc1ccc(OC)c(NC2c3ncccc3C(=O)N2Cc2ccco2)c1 (stereo not drawn)	1.6	4	0	6	0	-9	-0.8	-12	i
O=C(Oc1cccc(NC2=NS(=O)(=O)c3ccccc32)c1)c1cccnc1	2.8	-3	-1	-3	-5	3	0.3	-1	i
CCCCC(=O)N1CCCC(C(=O)OCC)C1 (stereo not drawn)	-0.5	3	-1	-4	-2	-5	-0.3	-3	i
Cc1ccc2nc(NC(=O)CSc3ncnc4c3oc3ccccc34)sc2c1	-0.9	-10	-169	-4	8	-5	-0.9	-7	i
O=C(NCCc1ccncc1)Nc1ccccc1Cl	0.1	-9	1	-5	-3	-10	-0.4	-3	i
Cc1ccnc(Sc2nc3c(c(=O)[nH]c(=O)n3C)n2CCCc2ccccc2)n1	0.6	-7	2	6	3	1	-0.8	5	i
Cc1cccc(CSC2=NCCN2C(=O)c2ccco2)c1	-1.0	2	2	4	-5	-2	-1.0	-6	i
Cc1cc(NC(=O)C(C)SCC(=O)OCC(=O)N(Cc2ccccc2)C(C)(C)C)no1 (stereo not drawn)	-1.0	-10	-3	4	2	-1	-0.4	-2	i
c1ccc(C2C3=C(CCCC3)Nc3ncnn32)cc1 (stereo not drawn)	0.3	-14	6	1	6	-8	-0.6	-2	i
COc1cc2c(cc1OC)C(Nc1ccc(S(N)(=O)=O)cc1)=NC(C)(C)C2	1.4	1	0	7	3	-6	0.4	-1	i
COC(=O)c1cc(C(=O)N(Cc2ccccc2)c2ccccn2)cc([N+](=O)[O-])c1	1.1	-4	-2	-1	-1	19	1.1	-3	i
CN1CCN(C(=S)Nc2ccc(Oc3ccccc3)cc2)CC1	0.7	2	0	-132	-2	-5	-0.1	-3	i
Cc1cccc(C(=O)NCCNc2nc3cc(C)c(C)cc3cc2C)c1	1.6	-6	3	-3	6	18	-0.6	0	i
CN(C)S(=O)(=O)N(CC(=O)Nc1cccc(F)c1)c1ccccc1	1.8	1	-1	-16	-5	-1	0.5	-3	i
Cc1cc(Cl)c(C)c(S(=O)(=O)N2CCN(CC(=O)N3CCOCC3)CC2)c1Cl	0.0	-1	2	-4	-2	0	-0.5	-5	i
CC(=O)C1CCN(Cc2ccccc2)CC1	1.5	0	2	-5	2	-2	-1.2	-12	i
CCCCn1c(-c2ccc(Br)cc2F)nc2c1c(=O)[nH]c(=O)n2CC(C)C	1.4	-3	-2	2	2	18	-0.1	-2	i
Cc1ccc(NC(=O)CCn2c(=S)oc3ccccc32)cc1F	-0.9	0	2	7	8	0	-0.9	-2	i
COc1cccc(C(=O)NCCCc2ccccc2)c1OC	-0.2	-8	2	2	-2	-1	-0.4	-2	i
CCc1nc2c(OCCOc3ccccc3)cccn2c1N(C=O)Cc1ccc(OC)cc1	0.0	-12	2	-9	1	6	-0.1	0	i
O=[N+]([O-])c1ccc2c(c1)C(N1CCN(CCO)CC1)Cc1ccc(F)cc1S2 (stereo not drawn)	2.0	-4	-1	2	-1	4	-0.7	-2	i

By substructure: the compounds so far containing a tert-butyl group.
SMILES	MsrA inh	eLon inh	Rin1 Abl inh	PABP1 MLLE inh	CSN inh	FAS-TE inh	TbMetRS inhib	bovine MsrA act	Neddyl block
CC(C)(C)C#CCn1c(/C=[N+](\[O-])C2CCCCC2)nc2ccccc21	x	-2	2	4	2	-13	0.2	-2	i
Cc1cc(NC(=O)C(C)SCC(=O)OCC(=O)N(Cc2ccccc2)C(C)(C)C)no1 (stereo not drawn)	-1.0	-10	-3	4	2	-1	-0.4	-2	i

Assay outcomes (PubChem)
